# GLA spleen mod – alpha-galactosidase A (human) modulation. P06280. Potency, µM (highest dose often 80 µM), inactives show at the top dose activity change, negative = inhibition, most hits filed as inhibitors. hit rate 0.008% among 240,000. AID 2107. human spleen homogenate, 4MU-alpha-Gal fluorescence, 40 min;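 also: potency is read from the fitted curve at half-maximal effect; 0% = enzyme with vehicle and -100% = no enzyme basal signal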
# Target sequence (P06280 32-429 limits assumed): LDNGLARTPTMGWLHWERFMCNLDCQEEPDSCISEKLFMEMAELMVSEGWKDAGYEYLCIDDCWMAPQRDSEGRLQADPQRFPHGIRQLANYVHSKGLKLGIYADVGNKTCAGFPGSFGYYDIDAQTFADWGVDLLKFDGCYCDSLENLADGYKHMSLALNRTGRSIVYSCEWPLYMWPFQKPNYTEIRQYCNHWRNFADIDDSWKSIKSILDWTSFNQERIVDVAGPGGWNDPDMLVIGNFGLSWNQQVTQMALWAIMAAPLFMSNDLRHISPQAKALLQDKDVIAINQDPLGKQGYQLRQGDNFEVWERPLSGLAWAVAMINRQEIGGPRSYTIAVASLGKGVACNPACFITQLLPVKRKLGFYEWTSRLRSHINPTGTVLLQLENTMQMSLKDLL
#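 Inhibition or activation of alpha-galactosidase in human spleen homogenate is scored by 4-MU fluorescence after 40 min at 37C, pH 5.0, with 1 mM substrate. AC50s come from concentration-response fitted to the Hill equation.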
# KinaseGlo FLuc – Kinase-Glo luciferase inhibition (counter-screen); Q27757; Kinase-Glo luciferase, ATP luminescence, 8 min; Potency, µM (highest dose often 38.3 µM), inactives show at the top dose activity change, negative = inhibition, most hits filed as inhibitors; hit rate 0.28% among 200,000; also: potency is read from the fitted curve at half-maximal effect; % is scaled to controls: 0 for no effect and ±100 for the full control effect; nearly all actives have a fitted effect of over 60% in size
#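 Inhibition of Kinase-Glo luciferase light generation was assessed at 10 uM ATP in pH 7.2 imidazole buffer, with luminescence measured after eight minutes at ambient temperature.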
# LMNA splice mod – modulators of lamin A splicing. hit rate 0.01% among 200,000. HeLa LMNA splicing GFP/RFP minigene ratio, 48 h. Potency, µM (top dose mostly 46.1 µM), for inactives: top-dose ratio change, negative = inhibition, hits mostly inhibitors. AID 1487; active = well fitted inhibition curve with a large enough effect in the signal ratio, with a control signal flat, not every such curve was filed as active; inconclusive = small, poorly fitted or top-dose-only effect, or effect the other way, or a change in a side signal; the % refers to the signal ratio; also: potency is read from the fitted curve at half-maximal effect; % is scaled to controls: 0 for no effect and ±100 for the full control effect
#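 S3 HeLa stable clones carrying a lamin A-EGFP splicing minigene plus DsRed2 were seeded at 600 cells/well in Opti-MEM with 2% FBS, pin-dosed and incubated 48 h at 37°C. Acumen cytometry (488 nm) gave the GFP/RFP total-intensity ratio.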
# Epigenetic derep – derepresses silenced GFP reporter in murine cells; hit rate 0.2% among 280,000; murine LDR cells, GFP reporter derepression, 30 h; Potency, µM (doses to about 53.9 µM), without a hit: at the highest dose GFP activation, most hits filed as activators; also: potency is read from the fitted curve at half-maximal effect; % of control where 0% means no effect; nearly all actives have a fitted effect of over 60% in size
#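 Readout is the number of GFP-expressing murine LDR cells, counted by cytometry following washing. Cells were treated with compound for 30 h at 37 C; the stably integrated CMV-GFP locus is normally silent.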
# CBFb-RUNX1 inh – inhibitors of human CBF-beta and RUNX1 interaction. AlphaScreen CBFb-His/RUNX1-biotin binding, biochemical. Potency, µM (titrated, usually from 59.8 µM), for inactives: at the top dose activity, negative = inhibition, hits mostly inhibitors. 230,000 tested, under 10 active; also: % of control where 0% means no effect
#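 Inhibition was taken as any reduction in AlphaScreen signal from the CBF-beta–RUNX1 pair (His and biotin tags, 30 nM each), measured after compound (15 min) and bead (90 min) incubations at room temperature.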
# NPSR antag – antagonists of human neuropeptide S receptor cAMP signaling | Q6W5P4 | CHO-NPSR cells, cAMP TR-FRET, antagonist mode | Potency, µM (series often up to 38.3 µM), without a hit: at the top dose activity change, negative = inhibition, most hits filed as inhibitors | hit rate 1% among 220,000 | AID 1461; also: potency is read from the fitted curve at half-maximal effect; % is scaled to controls: 0 for no effect and ±100 for the full control effect; nearly all actives have a fitted effect of over 50% in size; many of its hits are not listed in these tables
# Target sequence (Q6W5P4 whole entry, looked up): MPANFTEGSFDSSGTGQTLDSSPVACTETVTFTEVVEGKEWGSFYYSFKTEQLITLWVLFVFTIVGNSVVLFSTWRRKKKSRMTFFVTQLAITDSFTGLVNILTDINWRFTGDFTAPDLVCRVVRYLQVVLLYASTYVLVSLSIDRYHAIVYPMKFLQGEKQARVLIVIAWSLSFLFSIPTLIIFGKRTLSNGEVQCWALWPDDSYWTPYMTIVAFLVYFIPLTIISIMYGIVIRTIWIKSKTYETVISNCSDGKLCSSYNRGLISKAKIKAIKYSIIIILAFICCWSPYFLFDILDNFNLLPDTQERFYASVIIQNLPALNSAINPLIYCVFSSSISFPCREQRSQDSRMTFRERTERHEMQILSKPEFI
# IMPase Li inh – IMPase inhibition in cells with lithium potentiation | AID 1457 | hit rate 0.35% among 210,000 | Potency, µM (doses to about 59.4 µM), for the others: at the highest dose activity, negative = IMPase inhibition, actives largely listed as inhibitors | CHO-M1 cells, IP1 TR-FRET (IP-One), carbachol + lithium;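 also: IP1 builds up when IMPase is blocked and the TR-FRET signal falls; potency is read from the fitted curve at half-maximal effect; plate controls were basal vehicle for no effect and high inhibitor control for full effect; nearly all actives have a fitted effect of over 50% in size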
#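 Lithium-sensitised IP1 accumulation assay; M1-expressing CHO cells treated 30 min at 37C with compound. Competitive antibody detection by time-resolved FRET followed a 10 min room-temperature lysis step.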
# Starred values were filed as active, the others as inactive; ? = inconclusive; . = no result given; [ ] = another dose, or the depositor's remark. Unless noted, calls follow the shape of the dose curve; as a rule, active = well fitted curve in the direction sought with a large enough effect; inconclusive = small, poorly fitted or top-dose-only effect, or another doubt; inactive = no such curve, though single readings can be large; an effect the other way counts as inactive or inconclusive. An excerpt. The share of hits here may be higher or lower than overall.
entry	Molecule	GLA spleen mod	KinaseGlo FLuc	LMNA splice mod	Epigenetic derep	CBFb-RUNX1 inh	NPSR antag	IMPase Li inh
1	OCCNc1ncnc2ccc(Br)cc12	-22%	.	?	0.0%	6%	4%[46.1 µM]	.
2	CCCNC(=O)c1nc(C)c(C)nc1C(=O)Nc1cccc(Cl)c1	8%	3%	3%	1.1%	3%	9%	3%
3	CCn1cc([N+](=O)[O-])c(C(=O)N2N=C(c3ccccc3)CC2c2ccc([N+](=O)[O-])cc2)n1 (centres undefined)	-2%	14%	1%	-9.5%	-23%	-30%	2%
4	Cc1cc(C)n(-c2nc3ccccc3nc2N2CCOCC2)n1	0%	-2%	7%	5.5%	1%[2.36 µM]	12%	7%
5	Cc1ccc(/C=c2\sc3nc(-c4cccnc4)nn3c2=O)cc1	2%	1%	?	-1.1%	-1%	-13%[46.1 µM]	4%[38.3 µM]
6	O=C(O)c1ccccc1-c1nc2ccccc2[nH]1	0%	-19%	4%[46 µM]	-0.4%	5%	8%	3%
7	O=[N+]([O-])c1cc(S(=O)(=O)Nc2ccccc2)ccc1NCc1cccnc1	3%	0%	?	0.0%	-9%	16%	2%
8	CC(C)(C)n1nc2c(c1NC(=O)Cc1cccc3ccccc13)CS(=O)C2 (centres undefined)	-4%	0%	1%	0.7%	7%	4%[46.1 µM]	0%[38.3 µM]
9	CCOc1ccc2nc(NC(=O)C3CCN(c4cnccn4)CC3)sc2c1	-17%	13%	-17%	1.6%	-13%	-5%[7.67 µM]	-5%[38.3 µM]
10	COc1ccc(C(=O)c2coc3ccc(O)cc23)cc1	4%	-4%	.	-1.1%	-3%	.	0%
11	COC(=O)c1sc(NC(=O)c2ccco2)nc1C	14%	?	4%	-5.6%	-4%	-16%[46.1 µM]	10µM*
12	COC(=O)Cn1c(=O)c2c(n(Cc3ccccc3)c1=O)N/C(=C/c1ccc(Br)cc1)C2=O	-2%	.	.	0.0%	10%	-24%	.
13	NC(=O)c1nsc(C(=O)N(CC(=O)NC2CCCC2)Cc2ccc3c(c2)OCO3)c1N	4%	2%	.	0.0%	6%	31%	9%
14	CCc1c(C)nc(N)c(C#N)c1-c1ccccc1	0%	-5%	6%[46 µM]	0.9%	-2%	16%	2%
15	Cc1cc(C)n2nc(C(=O)Nc3ccc4c(c3)OCO4)nc2n1	11%	?	6%	0.0%	?	7%[46.1 µM]	34%[activator][38.3 µM]
16	O=C(CCS(=O)(=O)c1cccc2nonc12)N1CCOCC1	7%	0%	-3%	1.2%	2%	-1%[46.1 µM]	10%[38.3 µM]
17	COc1cc(C(=O)Nc2cccc(-c3nnc(-c4ccco4)o3)c2)ccc1OC(C)=O	-9%	-1%	?	3.2%	-2%	-11%	1%
18	Cc1ccc2c(c1)[nH]c1c(=O)n(Cc3ccco3)cnc12	11%	.	.	-2.9%	6%	10%	.
19	CC1=C(C(=O)OCC2CCCO2)C(c2ccccc2Cl)NC(=O)N1 (centres undefined)	-2%	0%	-6%	-1.0%	-3%	3%	13%
20	Cc1ccc(/C=C/C(=O)N2CCc3ccccc32)o1	-6%	-18%	9%	1.0%	?	-16%	3%
21	Cn1c(=O)c2c(ncn2Cc2cc(-c3ccccc3)no2)n(C)c1=O	5%	2%	-18%	0.0%	0%	6%[46.1 µM]	4%[38.3 µM]
22	CCOC(=O)C1CCN(C(=O)c2ccco2)CC1	-6%	4%	5%	1.3%	2%	-19%[7.67 µM]	0%[38.3 µM]
23	Cc1ccc(C)c(S(=O)(=O)Nc2ccc(O)c(Sc3ncn[nH]3)c2)c1	5%	.	.	-1.0%	-1%	14%	.
24	Cc1cc[n+](-c2nc3ccccc3nc2[N-]S(=O)(=O)c2ccccc2)cc1	-2%	.	-17%	-0.9%	-4%	1%[46.1 µM]	.
25	COC(=O)c1ccccc1NC(=O)NCCc1ccc(OC)c(OC)c1	-4%	0%	3%[46 µM]	-2.0%	7%	-5%	8%
26	CSc1nn2c(C)c(C)c(C)nc2c1C#N	2%	-1%	4%[9.22 µM]	2.4%	-2%	16%	-22%
27	C=CCn1c(O)c(N=NC(=O)OCC)c2ccccc21	5%	1%	-6%	2.6%	12%	-12%	-2%
28	CCOC(=O)CC(=O)CSc1ncc(C(=O)OCC)c(N)n1	-5%	-2%	-7%	-3.7%	6%	18%[46.1 µM]	-3%
29	COc1ccc(N=Cc2c(O)ccc3ccccc23)cc1	5%	-3%	?	-1.1%	27%	19%	15%
30	Cc1nnc(SCC(=O)N2CCc3ccccc32)s1	3%	3%	-12%	3.3%	13%	5%[46.1 µM]	56%[activator][38.3 µM]
31	Cc1nc(C)c(C(=O)N(c2ccc(C)c(C)c2)C(C(=O)NCc2ccco2)c2ccccc2)s1 (centres undefined)	-4%	3%	-13%	-0.4%	-1%	?	35%[activator][38.3 µM]
32	Cc1nn(C(=O)Cn2cc([N+](=O)[O-])cn2)c(C)c1Cl	-4%	4%	?	1.1%	5%	4%	4%
33	CC(C)C(NS(=O)(=O)c1ccc2c(c1)oc(=O)n2C)C(=O)N1CCN(C2CCCCC2)CC1 (centres undefined)	2%	0%	1%	-4.6%	1%	-6%[46.1 µM]	7%[38.3 µM]
34	Cc1ccc(S(=O)(=O)N(CC(O)CN2CCCCC2)c2ccccc2)cc1 (centres undefined)	-1%	-2%	5%	0.8%	2%	6%[46.1 µM]	-3%[38.3 µM]
35	COc1ccccc1C(=O)OCc1nc(N)nc(Nc2ccccc2C)n1	-4%	3%	3%	0.0%	-1%	7%	-5%
36	Cc1nn(C)c(C(=O)NNC(=S)NCC(C)C)c1Cl	-13%	1%	?	-7.3%	-2%	-2%	-8%
37	COC(=O)c1cn(NC(=O)c2ccccc2[N+](=O)[O-])c(=O)c2ccccc12	1%	-3%	?	3.0%	7%	6%	0%
38	O=c1ccc2ccc(Oc3ccc([N+](=O)[O-])cc3[N+](=O)[O-])cc2o1	?	3%	?	-1.8%	-4%	24%	1%
39	CCn1c(SCC#N)nc2c(c1=O)C1(CCCC1)Cc1ccccc1-2	3%	1%	?	-1.9%	8%	?	-9%[38.3 µM]
40	Cc1ccc(NC(NC(=O)c2cccs2)C(Cl)(Cl)Cl)cc1 (centres undefined)	0%	1%	13%	1.1%	3%	?	12%[38.3 µM]
41	COc1ccc(C=O)cc1Cn1ccnc1	-8%	-3%	9%[46 µM]	-1.2%	5%	-24%	4%
42	COC(=O)c1ccccc1NC(=O)Nc1cccnc1	-3%	-8%	-6%	0.2%	7%	1%[46.1 µM]	-3%[38.3 µM]
43	CCOC(=O)CSc1ccc2ccccc2n1	-3%	0%	-14%[46 µM]	-3.9%	8%	-17%	-26%
44	Cn1c(=O)[nH]c(=O)c2c1nc(Br)n2CCCO	1%	0%	9%	1.4%	-3%	-7%[46.1 µM]	-7%[38.3 µM]
45	O=C(CSCc1ccc(Cl)cc1)NCC1CCCO1 (centres undefined)	3%	-5%	5%	0.2%	0%	-9%[46.1 µM]	-8%[38.3 µM]
46	COC(=O)Cn1cnc(=O)c(C#N)c1/C=C/N(C)C	0%	-5%	14%	0.9%	5%	1%[46.1 µM]	-12%[38.3 µM]
47	CC(=O)NCc1cc(-c2nn(C)c(=O)c3ccccc23)ccc1C	0%	18%	-3%	0.7%	-3%	-11%[46.1 µM]	25%[38.3 µM]
48	CCn1nc(NC(=O)C2CCCO2)c2cc3cccc(C)c3nc21 (centres undefined)	15%	.	.	2.3%	?	-35%	.
49	O=C(Cc1ccccc1Cl)N1CCN(c2ccccn2)CC1	0%	3%	-10%[46 µM]	-0.4%	4%	-1%	8%
50	CN(CC(=O)NC1CCCCCCC1)S(=O)(=O)c1cccc2cccnc12	12%	2%	0%	0.0%	1%	-1%[46.1 µM]	11%[38.3 µM]
51	Cc1cc(Nc2ccc(Br)cc2F)n2ncnc2n1	-4%	-2%	4%	-0.3%	0%[2.36 µM]	12%	5%
52	CCOC(=O)N1CCC(Nc2cccc(SC)c2)CC1	17%	1%	?	-0.7%	-14%	-10%[46.1 µM]	-5%[38.3 µM]
53	O=C(Cn1ncc2c(=O)oc3ccccc3c21)NCCN1CCN(c2ccccc2F)CC1	3%	-1%	-1%	0.0%	7%	-1%	4%
54	COc1ccc(/C(=C/Nc2cccc(Br)c2)C(C)=O)cc1OC	6%	-3%	16%[46 µM]	-0.1%	-25%	-13%	-1%
55	O=C1c2cc(Cl)ccc2OC2(CCNCC2)C12CC(c1ccc(Cl)cc1)=NO2 (centres undefined)	-12%	.	.	-3.1%	10%	2%	.
56	CC(=O)N(CCCN1CCOCC1)Cc1ccncc1	-5%	-1%	-4%	0.8%	4%	-3%[46.1 µM]	19%[38.3 µM]
57	COc1ccc(C2CC(=O)N3CN(c4ccc(C)c(Cl)c4)CSC3=C2C#N)cc1 (centres undefined)	6%	-4%	2%	1.7%	-12%	5%[46.1 µM]	-22%[38.3 µM]

# 6 structures out of the list, ordered by count of non-hydrogen atoms, falling:
entry	Molecule	GLA spleen mod	KinaseGlo FLuc	LMNA splice mod	Epigenetic derep	CBFb-RUNX1 inh	NPSR antag	IMPase Li inh
3	CCn1cc([N+](=O)[O-])c(C(=O)N2N=C(c3ccccc3)CC2c2ccc([N+](=O)[O-])cc2)n1 (centres undefined)	-2%	14%	1%	-9.5%	-23%	-30%	2%
13	NC(=O)c1nsc(C(=O)N(CC(=O)NC2CCCC2)Cc2ccc3c(c2)OCO3)c1N	4%	2%	.	0.0%	6%	31%	9%
24	Cc1cc[n+](-c2nc3ccccc3nc2[N-]S(=O)(=O)c2ccccc2)cc1	-2%	.	-17%	-0.9%	-4%	1%[46.1 µM]	.
21	Cn1c(=O)c2c(ncn2Cc2cc(-c3ccccc3)no2)n(C)c1=O	5%	2%	-18%	0.0%	0%	6%[46.1 µM]	4%[38.3 µM]
48	CCn1nc(NC(=O)C2CCCO2)c2cc3cccc(C)c3nc21 (centres undefined)	15%	.	.	2.3%	?	-35%	.
18	Cc1ccc2c(c1)[nH]c1c(=O)n(Cc3ccco3)cnc12	11%	.	.	-2.9%	6%	10%	.

# Some of these compounds in order of their number in GLA spleen mod, descending:
no.	canonical_smiles	GLA spleen mod	CBFb-RUNX1 inh	NPSR antag
33	CC(C)C(NS(=O)(=O)c1ccc2c(c1)oc(=O)n2C)C(=O)N1CCN(C2CCCCC2)CC1 (centres undefined)	2%	1%	-6%[46.1 µM]
49	O=C(Cc1ccccc1Cl)N1CCN(c2ccccn2)CC1	0%	4%	-1%
42	COC(=O)c1ccccc1NC(=O)Nc1cccnc1	-3%	7%	1%[46.1 µM]

# High-throughput results from PubChem.
